Assay outcomes (PubChem BioAssay)
TcdB inh: TcdB glycohydrolase inhibitors, primary screen, biochemical, single point, plate reader; TcdB glycohydrolase enzymatic assay; actives 0.24% (n = 350,000); inhibition, % at 9.99 µM; in the data active means inhibition above about 10%
Target sequence (P18177 whole entry, looked up): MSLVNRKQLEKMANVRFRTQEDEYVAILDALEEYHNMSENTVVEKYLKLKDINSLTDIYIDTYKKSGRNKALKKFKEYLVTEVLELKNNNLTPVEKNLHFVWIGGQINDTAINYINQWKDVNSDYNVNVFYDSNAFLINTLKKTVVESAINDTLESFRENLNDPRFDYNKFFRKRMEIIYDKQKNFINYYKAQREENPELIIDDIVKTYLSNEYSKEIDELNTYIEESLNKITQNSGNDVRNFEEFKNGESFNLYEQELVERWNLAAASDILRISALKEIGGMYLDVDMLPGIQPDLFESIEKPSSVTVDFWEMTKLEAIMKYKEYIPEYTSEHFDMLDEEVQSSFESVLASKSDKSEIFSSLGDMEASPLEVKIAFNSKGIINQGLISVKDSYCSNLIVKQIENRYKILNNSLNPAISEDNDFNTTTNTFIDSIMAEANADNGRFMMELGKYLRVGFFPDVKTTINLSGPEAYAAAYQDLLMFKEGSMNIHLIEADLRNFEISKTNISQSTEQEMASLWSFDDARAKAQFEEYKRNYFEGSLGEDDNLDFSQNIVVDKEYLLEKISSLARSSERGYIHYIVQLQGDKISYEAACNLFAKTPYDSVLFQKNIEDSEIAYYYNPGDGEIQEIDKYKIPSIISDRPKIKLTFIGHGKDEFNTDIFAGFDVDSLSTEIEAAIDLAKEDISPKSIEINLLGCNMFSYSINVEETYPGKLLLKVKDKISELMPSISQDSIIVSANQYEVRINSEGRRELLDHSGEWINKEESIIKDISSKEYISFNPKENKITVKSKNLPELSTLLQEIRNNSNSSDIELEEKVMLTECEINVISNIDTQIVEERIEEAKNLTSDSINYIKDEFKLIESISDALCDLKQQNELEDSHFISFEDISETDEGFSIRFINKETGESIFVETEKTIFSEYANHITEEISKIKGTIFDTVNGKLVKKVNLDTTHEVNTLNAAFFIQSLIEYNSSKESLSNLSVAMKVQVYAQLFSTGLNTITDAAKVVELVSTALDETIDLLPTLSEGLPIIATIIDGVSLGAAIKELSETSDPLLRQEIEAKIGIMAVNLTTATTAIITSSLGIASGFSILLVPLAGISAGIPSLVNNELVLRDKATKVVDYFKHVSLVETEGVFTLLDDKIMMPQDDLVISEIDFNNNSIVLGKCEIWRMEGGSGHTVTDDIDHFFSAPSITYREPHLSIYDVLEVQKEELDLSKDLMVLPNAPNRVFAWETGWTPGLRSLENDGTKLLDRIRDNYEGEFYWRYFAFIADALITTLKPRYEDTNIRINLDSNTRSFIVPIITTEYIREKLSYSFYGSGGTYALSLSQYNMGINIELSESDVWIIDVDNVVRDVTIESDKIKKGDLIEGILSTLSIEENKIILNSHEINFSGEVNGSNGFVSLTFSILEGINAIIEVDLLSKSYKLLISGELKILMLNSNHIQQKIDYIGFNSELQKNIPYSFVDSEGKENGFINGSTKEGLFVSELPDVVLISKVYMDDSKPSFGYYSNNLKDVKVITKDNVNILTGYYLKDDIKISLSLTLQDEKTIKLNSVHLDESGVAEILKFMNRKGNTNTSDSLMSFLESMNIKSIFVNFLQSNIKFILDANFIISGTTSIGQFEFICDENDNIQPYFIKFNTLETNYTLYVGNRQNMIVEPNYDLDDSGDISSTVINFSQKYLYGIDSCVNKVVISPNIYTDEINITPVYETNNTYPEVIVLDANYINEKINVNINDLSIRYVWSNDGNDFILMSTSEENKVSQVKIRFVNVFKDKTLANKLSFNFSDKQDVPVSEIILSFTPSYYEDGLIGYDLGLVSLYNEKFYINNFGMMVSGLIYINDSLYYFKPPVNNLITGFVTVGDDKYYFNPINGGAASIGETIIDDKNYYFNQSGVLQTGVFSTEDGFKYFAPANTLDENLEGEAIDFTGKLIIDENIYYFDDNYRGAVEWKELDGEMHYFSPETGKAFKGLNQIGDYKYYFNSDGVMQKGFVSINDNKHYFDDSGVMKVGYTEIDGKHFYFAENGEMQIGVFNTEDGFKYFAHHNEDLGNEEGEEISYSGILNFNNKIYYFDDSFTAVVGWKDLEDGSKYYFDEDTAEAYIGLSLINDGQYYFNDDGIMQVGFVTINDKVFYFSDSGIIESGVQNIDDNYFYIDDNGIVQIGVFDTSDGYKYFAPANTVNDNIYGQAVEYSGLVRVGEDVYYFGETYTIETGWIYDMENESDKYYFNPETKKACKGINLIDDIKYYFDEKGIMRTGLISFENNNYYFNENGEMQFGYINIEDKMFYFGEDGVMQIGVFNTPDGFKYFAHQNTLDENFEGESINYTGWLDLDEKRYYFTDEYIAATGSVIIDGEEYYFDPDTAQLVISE
* marks the source's active call; other numbers are inactive results.

SMILES	TcdB inh
C[C@@H]1CN([C@@H](C)CO)C(=O)c2cc(NC(=O)c3ccncc3)ccc2O[C@@H](C)CCCCO[C@@H]1CN(C)Cc1ccncc1	1.4
Cc1ccc(S(=O)(=O)N[C@H]2CC[C@H](CCn3cc(-c4cccc(F)c4)nn3)O[C@H]2CO)cc1	-1.3
N#C[C@@H]1[C@H](c2ccccc2)[C@H](CO)N1C(=O)CN1CCOCC1	0.2
C[C@H](CO)N1C[C@H](C)[C@@H](CN(C)C(=O)Nc2ccc(C(F)(F)F)cc2)OCCCC[C@H](C)Oc2ccc(NC(=O)NC3CCCCC3)cc2C1=O	0.3
CNC[C@H]1Oc2ccc(NC(=O)NC(C)C)cc2C(=O)N([C@@H](C)CO)C[C@H]1C	0.0
O=C(C[C@H]1CC[C@@H](NC(=O)c2ccccc2)[C@H](CO)O1)NCc1ccc(Oc2ccccc2)cc1	0.3
CO[C@H]1CN(C)C(=O)c2ccc(NS(=O)(=O)c3cccc(F)c3)cc2OC[C@@H](C)NC[C@@H]1C	0.2
C[C@H]1CN([C@@H](C)CO)C(=O)Cc2cc(N(C)C)ccc2O[C@H]1CN(C)C(=O)NC1CCCCC1	-4.2
C[C@@H]1CN([C@H](C)CO)C(=O)c2cc(NC(=O)Nc3ccc4c(c3)OCO4)ccc2O[C@@H](C)CCCCO[C@H]1CN(C)Cc1ccc2c(c1)OCO2	-2.4
O=C(C1CCCCC1)N1CC2(C1)[C@H](c1ccccc1)[C@@H](CO)N2C(=O)c1cccnc1	-1.0
C[C@H]1CN([C@@H](C)CO)S(=O)(=O)c2ccc(/C=C/c3ccccc3)cc2O[C@H]1CN(C)CC1CC1	1.3
Cc1ccccc1-c1cnc2c(c1)C(=O)N([C@@H](C)CO)C[C@H](C)[C@H](CN(C)C(=O)CN(C)C)O2	-0.6
CN1[C@H](C(=O)N2CCCCC2)[C@@H](CO)[C@@H]2Cn3c(ccc(/C=C/c4ccccc4)c3=O)[C@@H]21	-1.6
CCC(=O)N1CC(=O)N2[C@H](C1)[C@H](c1ccc(C#Cc3cccc(OC)c3)cc1)[C@@H]2CO	-0.4
COc1ccc(CNC(=O)C[C@H]2C[C@@H]3c4cc(NC(=O)CN(C)C)ccc4O[C@@H]3[C@@H](CO)O2)cc1	0.7
C[C@@H]1CN([C@@H](C)CO)C(=O)c2cccc(NC(=O)NC3CCCCC3)c2O[C@@H]1CN(C)S(=O)(=O)c1ccc(Cl)cc1	0.8
CN1C(=O)c2cc(NC(=O)C3CCCCC3)ccc2OC[C@@H]2O[C@@H](CC(=O)NC3CCCC3)CC[C@H]21	0.3
C[C@@H]1CCCCO[C@@H](CN(C)C(=O)c2ccncc2)[C@H](C)CN([C@H](C)CO)C(=O)c2cc(NS(C)(=O)=O)ccc2O1	-0.1
O=C(Nc1cccc(F)c1)N1C[C@H]2[C@@H](c3ccccc31)[C@@H](CO)N2C(=O)c1ccccc1F	2.0
CC(C)NC(=O)N(C)C[C@@H]1Oc2ncc(-c3ccc(C(=O)N(C)C)cc3)cc2C(=O)N([C@@H](C)CO)C[C@@H]1C	1.8
CN(C)CC#Cc1ccc([C@@H]2[C@@H](CO)N3CCCCN(C(=O)CN(C)C)C[C@H]23)cc1	0.6
COCC(=O)Nc1ccc2c(c1)OC[C@H](C)N(C(=O)CC1CC1)C[C@H](C)[C@H](OC)CN(C)C2=O	-0.1
C[C@@H]1CN([C@H](C)CO)C(=O)c2cc(NC(=O)Nc3cccc4ccccc34)ccc2O[C@@H]1CN(C)Cc1ccc(C(=O)Nc2ccccc2N)cc1	0.7
CC(=O)N1[C@H](C(=O)NCc2ccccc2)[C@@H](CO)[C@@H]2Cn3c(cccc3=O)[C@@H]21	1.0
C[C@@H]1CN([C@@H](C)CO)C(=O)Cc2cc(NC(=O)Nc3ccc(C(F)(F)F)cc3)ccc2O[C@@H]1CN(C)Cc1ccc2c(c1)OCO2	-0.1
COc1ccc2c3c([nH]c2c1)[C@H](CO)N(C(=O)C1CCC1)CC31CCN(S(C)(=O)=O)CC1	0.2
C[C@H](CO)N1C[C@H](C)[C@@H](CN(C)C(=O)C2CCCCC2)Oc2cc(C#CC(C)(C)O)ccc2S1(=O)=O	-0.3
C[C@H](CO)N1C[C@H](C)[C@@H](CN(C)C)Oc2ncc(-c3cccc(F)c3)cc2C1=O	-0.5
C[C@@H]1CN([C@H](C)CO)C(=O)c2cccc(NC(=O)c3nc4ccccc4s3)c2O[C@H]1CN(C)C(=O)Nc1ccc(C(F)(F)F)cc1	0.1
CCCC#Cc1cnc2c(c1)C(=O)N([C@H](C)CO)C[C@@H](C)[C@H](CN(C)C(=O)CN1CCOCC1)O2	0.5
COCC#Cc1ccc2c(c1)O[C@@H](CN(C)CC1CC1)[C@@H](C)CN([C@H](C)CO)S2(=O)=O	-1.2
CC(=O)N(C)C[C@@H]1Oc2ncc(C#CC3(O)CCCC3)cc2C(=O)N([C@H](C)CO)C[C@@H]1C	1.3
CN1c2ccc(-c3ccccc3)cc2[C@H]2[C@H](CCN2C(=O)c2cccc(F)c2)[C@@H]1CO	-4.7
O=C(O)C[C@@H]1C[C@H]2c3cc(NC(=O)Cc4ccncc4)ccc3O[C@H]2[C@H](CO)O1	-1.5
C[C@H]1CN([C@@H](C)CO)C(=O)c2cc(NC(=O)NC3CCCCC3)ccc2O[C@@H]1CN(C)C(=O)Nc1ccc(F)cc1	0.5
C[C@@H]1CN([C@H](C)CO)C(=O)c2cc(C#CCN(C)C)cnc2O[C@H]1CN(C)C(=O)NC1CCCCC1	-0.3
C[C@@H](O)C#Cc1ccc([C@@H]2[C@@H](CO)N3CCCCN(C(=O)c4cccc(F)c4)C[C@@H]23)cc1	0.9
C[C@H]1CCCCO[C@H](CN(C)C(=O)c2ccccc2)[C@@H](C)CN([C@@H](C)CO)C(=O)c2cc(N(C)C)ccc2O1	-7.6
C[C@@H]1CN([C@@H](C)CO)S(=O)(=O)c2ccc(C#C[C@@H](C)O)cc2O[C@@H]1CN(C)C(=O)Nc1ccccc1	-1.0
N#C[C@H]1[C@@H](c2ccccc2)[C@H](CO)N1C(=O)Nc1cccc(F)c1	-1.0
COc1ccccc1-c1cnc2c(c1)C(=O)N([C@H](C)CO)C[C@H](C)[C@H](CN(C)Cc1ccc(C(=O)O)cc1)O2	-13
Cc1noc(C)c1NC(=O)Nc1cccc2c1O[C@H](CN(C)C(=O)Nc1ccc3c(c1)OCO3)[C@H](C)CN([C@H](C)CO)C2=O	0.2
C[C@@H]1CN([C@@H](C)CO)C(=O)c2cccc(NC(=O)c3ccncc3)c2O[C@@H]1CN(C)Cc1ccc(Cl)c(Cl)c1	-0.4
Cc1ccc(S(=O)(=O)N(C)C[C@@H]2Oc3c(NC(=O)Nc4ccc(F)cc4)cccc3C(=O)N([C@@H](C)CO)C[C@@H]2C)cc1	0.5
O=C(C[C@H]1CC[C@@H]2[C@H](COC[C@@H](O)CN2C(=O)Nc2cccc(F)c2)O1)NCc1ccccc1F	-6.8
C[C@H](CO)N1C[C@H](C)[C@@H](CN(C)C(=O)Nc2ccc(C(F)(F)F)cc2)Oc2c(NC(=O)Nc3ccc(F)cc3)cccc2C1=O	-0.8
COc1ccccc1CN1C[C@H](C)[C@H](OC)CN(C)C(=O)c2ccc(NC(C)=O)cc2OC[C@H]1C	0.1
COCC#Cc1cnc2c(c1)C(=O)N([C@H](C)CO)C[C@H](C)[C@H](CN(C)C(=O)C1CCOCC1)O2	0.6
CCCc1cn(CC[C@@H]2CC[C@H](NC(=O)CCN3CCCCC3)[C@H](CO)O2)nn1	0.5
C/C=C/c1ccc([C@@H]2[C@H](CO)N(C(=O)c3cnccn3)C23CN(C(C)=O)C3)cc1	0.1
CO[C@@H]1CN(C)C(=O)c2ccc(NC(=O)c3ccccn3)cc2OC[C@@H](C)N(C(=O)C2CC2)C[C@H]1C	1.3
C[C@@H]1CN([C@@H](C)CO)S(=O)(=O)c2ccc(C3=CCCCC3)cc2O[C@H]1CN(C)Cc1cncnc1	0.3
C[C@H](CO)N1C[C@H](C)[C@@H](CN(C)C(=O)Nc2ccccc2)Oc2ccc(NS(=O)(=O)c3ccc(F)cc3)cc2CC1=O	-0.3
CS(=O)(=O)N1[C@@H]2c3ccc(-c4ccccc4)c(=O)n3C[C@H]1[C@H](CO)[C@H]2C(=O)NCC1CC1	0.7
C[C@@H]1CN([C@@H](C)CO)C(=O)c2cc(NC(=O)c3ccncc3)ccc2O[C@H]1CN(C)S(=O)(=O)c1ccc(Cl)cc1	2.2
CO[C@@H]1CN(C)C(=O)c2ccc(NC(=O)C3CCOCC3)cc2OC[C@@H](C)N(C(=O)C2CCOCC2)C[C@H]1C	-2.9
COc1ccc(S(=O)(=O)Nc2ccc3c(c2)C(=O)N([C@@H](C)CO)C[C@@H](C)[C@H](CN(C)S(=O)(=O)c2ccc(Cl)cc2)OCCCC[C@@H](C)O3)cc1	0.8
C[C@@H]1CN([C@H](C)CO)C(=O)Cc2cc(NC(=O)Nc3cccc4ccccc34)ccc2O[C@H]1CN(C)CC1CC1	0.1
C[C@@H]1CN([C@@H](C)CO)C(=O)c2cc(-c3cccc(C#N)c3)cnc2O[C@@H]1CN(C)Cc1ccncc1	-1.3
Cc1ccc(S(=O)(=O)N(C)C[C@@H]2Oc3ncc(-c4ccccc4)cc3C(=O)N([C@H](C)CO)C[C@H]2C)cc1	0.4

(next part)
SMILES	TcdB inh
COc1ccc(S(=O)(=O)N(C)C[C@H]2Oc3ccc(NC(=O)CCCN(C)C)cc3C(=O)N([C@@H](C)CO)C[C@H]2C)cc1	-0.1
CCCN1[C@@H]2c3ccc(-c4ccccc4)c(=O)n3C[C@H]1[C@H](CO)[C@H]2C(=O)OC	1.1
COCC#Cc1ccc([C@@H]2[C@@H](CO)N3CCCCN(C(=O)NC4CCCC4)C[C@H]23)cc1	-0.7
CC=Cc1ccc2n(c1=O)C[C@H]1N[C@@H]2[C@@H](C(=O)NCc2ccc3c(c2)OCO3)[C@@H]1CO (mixture of isomers)	-0.5
Cc1ccc(S(=O)(=O)N[C@H]2CC[C@@H](CC(=O)NCc3ccccc3F)O[C@H]2CO)cc1	-0.2
CC(C)C[C@H]1COCc2cn(nn2)CC[C@H](Cc2ccccc2)C(=O)N1	0.2
Cc1noc(C)c1NC(=O)N(C)C[C@@H]1Oc2ccc(N(C)C)cc2CC(=O)N([C@@H](C)CO)C[C@@H]1C	-5.2
COc1ccc(NC(=O)Nc2ccc3c(c2)C(=O)N([C@@H](C)CO)C[C@H](C)[C@@H](CN(C)Cc2ccc4c(c2)OCO4)O3)cc1	-1.2
Cc1ccc(S(=O)(=O)N[C@H]2CC[C@@H](CC(=O)NCc3ccc(Cl)c(Cl)c3)O[C@@H]2CO)cc1	1.6
CC(=O)N(C)C[C@H]1Oc2ncc(-c3ccc(C#N)cc3)cc2C(=O)N([C@H](C)CO)C[C@@H]1C	-1.4
C[C@H](CO)N1C[C@H](C)[C@@H](CN(C)C(=O)CCC(F)(F)F)OCCCC[C@H](C)Oc2ccc(NC(=O)NC3CCCCC3)cc2C1=O	-0.1
COCC(=O)N(C)C[C@@H]1Oc2ncc(C#Cc3ccc(F)cc3)cc2C(=O)N([C@@H](C)CO)C[C@@H]1C	1.2
C#CCNC(=O)C1=C[C@@H](c2cn(C(C)=O)c3ccccc23)[C@H](CCCO)[C@@H](OCC)O1	-0.7
Cc1ccc(S(=O)(=O)Nc2cccc3c2O[C@@H](CN(C)C(=O)Nc2ccc4c(c2)OCO4)[C@H](C)CN([C@H](C)CO)C3=O)cc1	-1.5
C[C@@H]1CN([C@H](C)CO)C(=O)c2cc(NC(=O)CCC(F)(F)F)ccc2O[C@H]1CN(C)C(=O)Nc1ccc2c(c1)OCO2	1.8
Cc1ccccc1-c1cnc2c(c1)C(=O)N([C@@H](C)CO)C[C@H](C)[C@H](CN(C)C(=O)c1ccc(F)cc1)O2	1.1
N#C[C@@H]1[C@H](c2ccccc2-c2cccc(F)c2)[C@H](CO)N1C(=O)C1CCCC1	0.6
CCCC(=O)Nc1ccc2c(c1)C(=O)N(C)[C@H]1CC[C@@H](CC(=O)NC3CCCC3)O[C@H]1CO2	-1.9
CCC(=O)N1CC2(C1)[C@H](c1ccc(-c3cccc(C)c3)cc1)[C@@H](CO)N2S(C)(=O)=O	0.3
COc1ccc(C(=O)Nc2ccc3c(c2)OC[C@@H](C)N(C(C)=O)C[C@H](C)[C@@H](OC)CN(C)C3=O)cc1	0.1
C[C@@H]1CN([C@@H](C)CO)C(=O)c2cc(C#CCN(C)C)cnc2O[C@@H]1CN(C)C(=O)Cc1ccccc1	0.8
C#CCN1C(Cc2ccccc2)C(=O)O[C@H](C2CCCCC2)[C@@H]1/C=C/C1CC1 (stereo partly specified)	-0.2
C[C@H](CO)N1C[C@H](C)[C@H](CN(C)C(=O)NC2CCCCC2)Oc2ccc(NC(=O)Cc3ccccc3)cc2C1=O	2.2
CCC(=O)N1CCCCN2[C@H](CO)[C@@H](c3ccc(C#Cc4ccccc4F)cc3)[C@H]2C1	0.0

A run of entries from the list above:
SMILES	TcdB inh
C[C@@H]1CN([C@H](C)CO)C(=O)c2cc(NC(=O)CCC(F)(F)F)ccc2O[C@H]1CN(C)C(=O)Nc1ccc2c(c1)OCO2	1.8
Cc1ccccc1-c1cnc2c(c1)C(=O)N([C@@H](C)CO)C[C@H](C)[C@H](CN(C)C(=O)c1ccc(F)cc1)O2	1.1
N#C[C@@H]1[C@H](c2ccccc2-c2cccc(F)c2)[C@H](CO)N1C(=O)C1CCCC1	0.6
CCCC(=O)Nc1ccc2c(c1)C(=O)N(C)[C@H]1CC[C@@H](CC(=O)NC3CCCC3)O[C@H]1CO2	-1.9
CCC(=O)N1CC2(C1)[C@H](c1ccc(-c3cccc(C)c3)cc1)[C@@H](CO)N2S(C)(=O)=O	0.3
COc1ccc(C(=O)Nc2ccc3c(c2)OC[C@@H](C)N(C(C)=O)C[C@H](C)[C@@H](OC)CN(C)C3=O)cc1	0.1
C[C@@H]1CN([C@@H](C)CO)C(=O)c2cc(C#CCN(C)C)cnc2O[C@@H]1CN(C)C(=O)Cc1ccccc1	0.8
C#CCN1C(Cc2ccccc2)C(=O)O[C@H](C2CCCCC2)[C@@H]1/C=C/C1CC1 (stereo partly specified)	-0.2
C[C@H](CO)N1C[C@H](C)[C@H](CN(C)C(=O)NC2CCCCC2)Oc2ccc(NC(=O)Cc3ccccc3)cc2C1=O	2.2
CCC(=O)N1CCCCN2[C@H](CO)[C@@H](c3ccc(C#Cc4ccccc4F)cc3)[C@H]2C1	0.0

Not all compounds are listed. The share of hits here may be higher or lower than overall.
